14-3-3g Raf: 14-3-3 gamma protein interaction modulation. AID 422. inhibition, % at 40 µM. actives 0.19% (n = 160,000). FP, 14-3-3gamma / TMR-pS259-Raf peptide binding. P61981; in the data active = inhibition above about 30%;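 note: 0% = protein plus tracer without compound and 100% = blank with tracer alone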
Target sequence (P61981 whole entry, looked up): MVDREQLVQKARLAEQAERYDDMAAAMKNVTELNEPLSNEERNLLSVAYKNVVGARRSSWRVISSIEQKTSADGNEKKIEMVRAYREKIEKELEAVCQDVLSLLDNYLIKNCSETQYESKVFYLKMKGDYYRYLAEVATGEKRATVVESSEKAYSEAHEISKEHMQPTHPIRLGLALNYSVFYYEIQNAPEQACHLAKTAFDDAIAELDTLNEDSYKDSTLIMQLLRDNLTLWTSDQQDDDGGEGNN
An asterisk follows results filed as active; & = joins results of further samples. This is a subset, so the mix of outcomes need not match the whole.

Preview, 2 compounds:
14-3-3g Raf | SMILES
-6 | COc1cc(C2C(C(=O)OC3CCCCC3)=C(C)NC3=C2C(=O)CCC3)ccc1OCc1ccccc1 (stereo not drawn)
-6 | COC(=O)CC1SC(=O)NC1=Nc1ccc(O)cc1 (stereo not drawn)

The listing, from the first entry:
14-3-3g Raf | SMILES
-6 | COc1cc(C2C(C(=O)OC3CCCCC3)=C(C)NC3=C2C(=O)CCC3)ccc1OCc1ccccc1 (stereo not drawn)
-6 | COC(=O)CC1SC(=O)NC1=Nc1ccc(O)cc1 (stereo not drawn)
4 | COc1ccc(C(=O)N=c2nc3ccccn3s2)cc1
-7 | CSc1cccc(NC(=O)C2CCN(C(=O)c3ccccc3C)CC2)c1
1 | Cc1ccccc1C(=O)N=c1sc2cc(S(C)(=O)=O)ccc2n1C
-1 | CCOC(=O)c1c(C)n(C)c2c1cc(OC(=O)COc1ccccc1)c1ccccc12
2 | CC12CC(NC(=O)N1c1cccc(C(=O)N3CCN(c4ccccn4)CC3)c1)c1ccccc1O2 (stereo not drawn)
5 | Cc1cc(C)c(C#N)c(Nc2cccc(Br)c2)n1
1&-5 | O=C1OC(N2CCN(c3ccccn3)CC2)c2ccccc21 (stereo not drawn)
-8 | CCOc1ccccc1N(C(=O)c1snc(C(N)=O)c1N)C(C(=O)NCCC(C)C)c1ccco1 (stereo not drawn)
-5&-9 | COc1ccccc1NC(=O)c1nc[nH]c1C(=O)Nc1ccccc1OC
2 | Cn1c(=O)c2c(nc(CN3CCN(Cc4ccccc4)CC3)n2Cc2cccc(Cl)c2)n(C)c1=O
-7 | CC(C(=O)NCC1(c2ccccc2)CCCC1)N1CCCC1 (stereo not drawn)
-2 | COc1ccc(C(=S)N2CCCCC2)cc1OC(=O)c1ccccc1
1 | O=C1OC(N2CCN(C/C=C/c3ccccc3)CC2)c2ccccc21 (stereo not drawn)
-23 | C=CCn1c(SCC(=O)Nc2cc(OC)ccc2OC)nc2sc3c(c2c1=O)CCCC3
-15 | CCOC(=O)c1sc2nc(C)n(CC(=O)Nc3cccc(C)c3)c(=O)c2c1C
-9 | COc1cc(CCC(=O)Nc2cc(Cl)ccc2N2CCN(C)CC2)cc(OC)c1OC
-2 | CSc1nnc(-c2cccc([N+](=O)[O-])c2)n1-c1ccccc1
1 | O=C(NC1CCCC1)C1CCCN(S(=O)(=O)c2cccs2)C1 (stereo not drawn)
-8 | CCn1c(=O)cc(N2CCC3(CC2)OCCO3)[nH]c1=O
-5 | COc1ccc(C2C3=C(CC(C)(C)CC3=O)Oc3ncn(CCCn4ccnc4)c(=N)c32)cc1 (stereo not drawn)
-17 | CCOc1cc(-c2cc(=O)c3cc(O)ccc3o2)ccc1O
-7 | CCOc1ccc(C(=O)Nc2ccc3oc(-c4ccc(OC)cc4)nc3c2)cc1Br
-12 | CC(C)c1ccc(C#N)c(SCC(=O)Nc2cccc(C(=O)O)c2)n1
-2 | CCCCN1CNC(=S)N(CC)C1
0 | CC(C)Cc1c(O)nc(SCC(=O)N2CCOCC2)[nH]c1=O
10 | O=C(O)c1cc2ccc3cccnc3c2[nH]1
-26 | COc1ccc(Cl)cc1C(=O)Nc1cc(-c2nc3cc(C)ccc3o2)ccc1Cl
-5 | C=CCn1c(SCC(=O)Nc2ccc(C)cc2)nc2sc3c(c2c1=O)CC(C(C)C)OC3 (stereo not drawn)

Gathered by group: the compounds so far containing a Cl atom
14-3-3g Raf | SMILES
2 | Cn1c(=O)c2c(nc(CN3CCN(Cc4ccccc4)CC3)n2Cc2cccc(Cl)c2)n(C)c1=O
-9 | COc1cc(CCC(=O)Nc2cc(Cl)ccc2N2CCN(C)CC2)cc(OC)c1OC
-26 | COc1ccc(Cl)cc1C(=O)Nc1cc(-c2nc3cc(C)ccc3o2)ccc1Cl

The list goes on:
14-3-3g Raf | SMILES
-3 | CC(C)CC(C1=C(O)CCCC1=O)C1=C(O)CCCC1=O
-7 | O=C(OCc1nc2ccccc2s1)c1ccc(Cl)s1
-12 | Oc1ccc(Nc2ncnc3ccc(Br)cc23)cc1
2 | Cc1cccc(NC(=O)C(C)Oc2ccccc2C)n1 (stereo not drawn)
-1 | O=C(O)C1[C@H]2C(=O)N(C3CCCC3)C[C@]23C=C[C@H]1O3 (stereo partly drawn)
-3 | COc1ccc(C2C3=C(CCCC3=O)Nc3nc(SCc4ccccc4)nn32)cc1OC (stereo not drawn)
-2 | Cc1ccc(-c2nnn(CC(=O)Nc3ccc4nn(-c5ccccc5)nc4c3)n2)o1
-7 | O=C(NCc1ccccc1Cl)c1cccn2c(=O)c3cc4ccccc4cc3nc12
-7 | Cc1oc(C(=O)O)cc1COc1ccc2c(-c3ccccc3)cc(=O)oc2c1
8 | Cc1nc2c(C(=O)NC3CCCC(C)C3C)cnn2c(C)c1Cc1ccc(F)cc1 (stereo not drawn)
-6 | COc1ccc(-n2nc3c(c2NC(=O)C24CC5CC(CC(C5)C2)C4)CS(=O)(=O)C3)cc1
0 | COc1ccc(OC)c(NC(=O)Cn2cccc2)c1
-10 | COC(=O)CCNc1nc(-c2ccc(Br)cc2)nc2ccccc12
3 | Cc1ccc(N2C(=O)CN(Cc3cccs3)C2=S)c(C)c1
-3 | Cc1ccc(-n2nc3c(c2NC(=O)c2ccccc2[N+](=O)[O-])CSC3)cc1
-8 | CC(C)NC(=O)c1cc(Sc2ccccc2C(F)(F)F)nc2ccccc12
-6 | CCOC(=O)c1ccc(Oc2nc(SC)nc(N(C)C)n2)cc1
-5 | Cc1cc(Cl)ccc1OCCCC(=O)Nc1nn[nH]n1
-13 | COCCN1C(=O)c2ccccc2C(C(=O)NCc2cccnc2)C1c1cn(C)c2ccccc12 (stereo not drawn)
-8 | CC(C)(O)C=C1Oc2ccccc2C1N1CCCCC1 (stereo not drawn)
-4 | COc1ccccc1C(=O)N1c2ccccc2Sc2ccccc21
-5 | CC1CC(C)CN(S(=O)(=O)c2ccc3[nH]cc(C(=O)O)c(=O)c3c2)C1 (stereo not drawn)
2 | CCCCn1c(SCC(=O)NCc2cccs2)nc2c1c(=O)n(C)c(=O)n2C
-4 | O=C(O)c1cc(S(=O)(=O)N2CCCCCC2)ccc1Cl
-4 | CC(=O)Nc1ccc(S(=O)(=O)N2c3ccccc3C(C)=CC2(C)C)cc1
-13 | O=C(Oc1ccccc1N1C(=O)C2CCCCC2C1=O)c1ccccc1F (stereo not drawn)
-7 | C=CCN1C(=O)C(C)(C)Nc2ccccc21
18 | Cc1ccc(-c2nc3ccccc3[nH]2)cc1NC(=O)COc1ccccc1C
-4 | COc1cccc2cc(NC(=O)C3CCCCC3)c(=O)oc12
3 | CC(C)(C)c1ccc(OCC(=O)NCCc2ccccc2)cc1
-1 | COc1cc(C(=S)N2CCCCC2)ccc1OCC(=O)N1CCCC1
-3 | O=c1[nH]c2ccccc2c(=O)n1CCn1c(=O)[nH]c2ccccc2c1=O
-8 | COC(=O)c1ccc(Oc2c(C)oc3c(CN4CCN(C)CC4)c(O)ccc3c2=O)cc1
-35 | O=S(=O)(c1ccc(-c2csc(N3N=C(c4ccccc4)CC3c3ccccc3)n2)cc1)N1CCCC1 (stereo not drawn)
0 | Cc1ccc(C(=O)N2CCCCC2C(=O)O)o1 (stereo not drawn)
0 | COc1ccc(-c2noc(CSc3nc4ccccc4c(=O)n3-c3ccccc3)n2)cc1
-21 | O=C1CC2(CON=C2c2ccc(F)cc2)C(=O)N1c1ccc(F)cc1 (stereo not drawn)
-3 | COc1ccc(-n2nc3cc(C)c(N)c(Br)c3n2)cc1
2 | O=C(Nc1ccc2snnc2c1)N1CCSCC1
-8&-8 | COc1ccccc1N=c1oc2cc(O)ccc2cc1C(N)=O
-8 | Cc1ccc(C2/C(=C(\O)c3ccccc3)C(=O)C(=O)N2c2cccc(C(F)(F)F)c2)cc1 (stereo not drawn)
-3 | NC12CC3CC(C1)CC(C(=O)O)(C3)C2
-8 | Cc1nn(-c2ccccc2)c(OC(=O)c2ccc(F)cc2)c1S(=O)(=O)c1ccc([N+](=O)[O-])cc1
-2 | COc1cccc(-c2nc(CS(=O)(=O)CC(=O)N3CCc4ccccc4C3)c(C)o2)c1
2 | Cc1c(C(=O)OCCOc2ccccc2)sc(=S)n1C
-12 | Oc1cc2c(cc1O)CN(C(=S)NCCc1ccc(Cl)cc1)CCC2
0 | COc1ccc(Nc2nc(NCC3CCCO3)c3ccccc3n2)cc1 (stereo not drawn)
7 | O=C1C2C3C=CC(C3)C2C(=O)N1c1ccc(NCc2ccccc2Sc2ccccc2CO)c([N+](=O)[O-])c1 (stereo not drawn)
5 | COc1cccc(NC(=O)C2CC(=O)n3cnnc3S2)c1 (stereo not drawn)
-5 | CN1C(=O)c2cccc3c(N4CCOCC4)ccc(c23)C1=O
0 | COc1cc(CN2CCC(C(=O)NC3CCCC3)CC2)cc(OC)c1O
-31 | O=C(c1cc(O)ccc1O)c1coc2ccc(O)cc12
4 | COc1ccc(C2=Nn3c(nnc3-c3ccccn3)SC2)cc1OC
-2 | COc1cc(NC(=O)c2ccc([N+](=O)[O-])o2)c(OC)cc1Cl
-12 | O=C(Nc1nccs1)c1ccc(NC(=O)C2CCCO2)cc1 (stereo not drawn)
-4 | NC(=O)CC1(CC(=O)O)CCCCC1
-7 | CC(C)C(NS(=O)(=O)c1cccs1)C(=O)N(C)Cc1ccccc1 (stereo not drawn)
-2 | O=c1c(N=Cc2cccc([N+](=O)[O-])c2)cc2[nH]c3ccccc3c2n1-c1ccccc1
-15&-6 | Cc1ccccc1-n1c(C)nc2ccccc21
-4 | O=C(c1ccc(CS(=O)(=O)c2ccccc2)o1)N1CCN(c2cccc(Cl)c2)CC1

Given with bars between the fields: entries from further up
Molecule | 14-3-3g Raf
Cc1ccccc1C(=O)N=c1sc2cc(S(C)(=O)=O)ccc2n1C | 1
CCOC(=O)c1c(C)n(C)c2c1cc(OC(=O)COc1ccccc1)c1ccccc12 | -1

Further compounds
14-3-3g Raf | SMILES
8 | Cn1c2c(c(=O)n(C)c1=O)C(NC(=O)c1ccco1)(C(F)(F)F)C(=O)N2 (stereo not drawn)
1 | C=CCCC(=O)Nc1ccc(COC(=O)N2CCOCC2)cc1
-3 | CC1=C(C(=O)OC2CCCCCC2)C(c2ccccc2I)NC(=O)N1C (stereo not drawn)
-9 | CCC(=O)Nc1sc2c(c1C(=O)Nc1cccc3ccccc13)CCC(C)C2 (stereo not drawn)
-6 | Cc1ccc2nsnc2c1S(=O)(=O)Nc1ccc(Cl)cc1
-6 | O=c1[nH]c(Sc2c([N+](=O)[O-])cc(Br)c3nsnc23)nc2ccccc12
4 | CCOC(=O)N1CCN(c2nc(-c3ccc(OC)cc3)no2)CC1
-1 | O=C(Nc1cc2cccc([N+](=O)[O-])c2oc1=O)c1cccc2ccccc12
-9 | O=C1OC(Nc2ccccn2)c2ccccc21 (stereo not drawn)
-31 | Nc1ccc(O)c(-c2nc3ccccc3s2)c1
0 | COC(=O)c1cccc(N(C(=O)c2cnccn2)C(C(=O)NCc2ccccc2)c2ccco2)c1 (stereo not drawn)
-6 | CCN(CC)c1ccc(N2C(=O)c3ccccc3C2=O)cc1
4 | COc1ccc(C)cc1NC(=O)CSc1nnc(-c2ccc(C)cc2)o1
1 | O=C(c1cc2c(=O)oc3ccccc3c2s1)N1CCN(c2ccccc2F)CC1
-2 | Cn1c(NC(=O)c2ccc(Cl)cc2Cl)cc(=O)n(C)c1=O
-199 | COC(=O)c1c(NC(=O)c2cc(-c3ccc(Br)cc3)nc3ccccc23)sc(C)c1C
16 | Cn1c(N2CCOCC2)nc2c1c(=O)[nH]c(=O)n2C
-5 | O=C(NCCSCc1ccco1)c1ccc(CN2CCc3ccccc3C2)cc1
-4 | O=C(NCCN1CCOCC1)c1ccc(CS(=O)(=O)Cc2ccc(Cl)cc2)o1
3 | COc1ccc(Cn2c3ccccc3c3nc4ccccc4nc32)cc1OC
-1 | COc1ccc(N2C(=O)c3ccc(Oc4cccc(N)c4)cc3C2=O)cc1
-1 | O=C1c2ccccc2C(O)N1c1cccnc1 (stereo not drawn)
-11 | COc1ccccc1CC(=O)Nc1cc(C)ccn1
-5 | CCc1cc2c(SCC(=O)Nc3ccc(Cl)cc3)ncnc2s1
-8 | CC1(C)CC(=O)C2=C(C1)OC(N)=C(C#N)C2C1CC=CCC1 (stereo not drawn)
-6 | Cc1ccc(-n2ncnc2-c2ccccc2C)cc1Cl
-69 | COc1ccc(C)cc1NC(=O)C1CCN(S(=O)(=O)c2cccc3nonc23)CC1
-4 | CCOC(=O)CSc1nnc(CSc2nc(C)cc(C)n2)n1Cc1ccco1
-4 | O=C(Cn1c(=O)sc2ccccc21)NCCOc1ccccc1F
-7 | CC1=C(C(=O)N2CCCCC2)C(c2ccc(OC(F)(F)F)cc2)C2=C(CC(C)(C)CC2=O)N1 (stereo not drawn)
-15 | CC(C(=O)Nc1cccc2ccccc12)(C(F)(F)F)C(F)(F)F
-1 | COc1cc2c(C(=O)N3CCCC3)cn(CC(C)C)c(=O)c2cc1OC
-16 | Cc1cccn2c(=O)c(C=Nc3ccccc3)c(NCc3ccccc3)nc12
-2 | CC1CCCCC1NC(=O)CN1CCN(Cc2ccccc2Cl)C1=O (stereo not drawn)
-2 | CCCCNC(=O)c1ccc(N2CC3CC(C2)c2cccc(=O)n2C3)c(NS(=O)(=O)c2ccc(Cl)cc2)c1 (stereo not drawn)
-15 | Cc1ccc(N2CC(C(=O)N3CCN(C(=O)c4ccco4)CC3)CC2=O)cc1 (stereo not drawn)
-7 | Cn1c(CCNC(=O)c2ccco2)nc2cc(NC(=O)c3ccco3)ccc21
-9 | CCOc1ccccc1NC(=O)CN(c1ccc(C)cc1)S(=O)(=O)c1c(C)noc1C
-50 | O=[N+]([O-])c1cc(Br)cc(C=Nc2ccc3nc(-c4ccc(Cl)cc4)oc3c2)c1O
-7 | c1ccc2c(c1)ncn2Cc1nnc2sc(-c3ccncc3)nn12

Quoted at random: 3 compounds from above.
14-3-3g Raf | SMILES
-15 | Cc1ccc(N2CC(C(=O)N3CCN(C(=O)c4ccco4)CC3)CC2=O)cc1 (stereo not drawn)
-2 | CC1CCCCC1NC(=O)CN1CCN(Cc2ccccc2Cl)C1=O (stereo not drawn)
-9 | CCOc1ccccc1NC(=O)CN(c1ccc(C)cc1)S(=O)(=O)c1c(C)noc1C
